Assay outcomes from PubChem.
OX1R antag-1: antagonists of human orexin 1 receptor; AID 434989; hit rate 0.43% among 330,000; CHO/OX1R cells, Fluo-8 calcium fluorescence, orexin A; O43613; inhibition, % at 5 µM;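 active = inhibition above its plate's threshold, mean inhibition of all tested compounds on the plate plus 3 SD, cut at about 37% in these data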;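 also: 0% = orexin A challenge wells and 100% = SB-334867-A antagonist wells; not every result past the cut was called active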
Target sequence (O43613 whole entry, looked up): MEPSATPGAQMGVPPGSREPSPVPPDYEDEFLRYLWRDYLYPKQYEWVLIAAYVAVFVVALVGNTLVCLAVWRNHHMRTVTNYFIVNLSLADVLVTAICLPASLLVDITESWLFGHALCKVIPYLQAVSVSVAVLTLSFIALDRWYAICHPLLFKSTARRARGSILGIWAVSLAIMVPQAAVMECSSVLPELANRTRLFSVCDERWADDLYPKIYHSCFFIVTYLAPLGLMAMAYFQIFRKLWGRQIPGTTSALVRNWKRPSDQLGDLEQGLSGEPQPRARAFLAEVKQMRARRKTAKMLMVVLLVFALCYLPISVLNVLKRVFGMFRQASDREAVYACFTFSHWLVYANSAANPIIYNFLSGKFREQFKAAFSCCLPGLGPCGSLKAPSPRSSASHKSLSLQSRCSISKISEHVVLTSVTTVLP
OX1R antag-2: blocks the human orexin 1 receptor; inhibition, % at 6.6 µM; hit rate 1.8% among 330,000; OX1R-expressing cells, FRET antagonist read-out; AID 485270; in the data active = inhibition mostly above about 38%, no sharp cut-off; inactive = mostly below about 40%;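 also: 0% = agonist challenge alone and 100% = reference antagonist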
The depositor's hits bear a star.

SMILES	OX1R antag-1	OX1R antag-2
Cc1cccn2cc(CCNS(=O)(=O)c3ccc4c(c3)OCCO4)nc12	-22	10
CC12CCC(C(=O)NCCc3ccccc3)(OC1=O)C2(C)C (centres undefined)	-13	21
COc1ccccc1OCCNC(=O)c1ccc(C)o1	-2	8
O=C(CN(CC1CCCO1)C(=O)CCC(=O)Nc1nccs1)NCc1ccc2c(c1)OCO2 (centres undefined)	-7	12
CCN(CC)S(=O)(=O)c1ccc(-c2nnc(SCC(=O)N3CCc4ccccc43)o2)cc1	-16	6
CCOc1ccc2[nH]c(=O)c(CN(CC3COCCO3)C(=O)c3ccc(C)cc3)cc2c1 (centres undefined)	-16	13
O=C(Nc1cc(Sc2ccccn2)cc([N+](=O)[O-])c1)c1cccc(F)c1	16	40
CCN(CC)S(=O)(=O)c1ccc(NC(=O)c2nc3nc(C)cc(C)n3n2)cc1	-14	16
Cc1ccc(C(=O)c2cc([N+](=O)[O-])ccc2N2CC(C)OC(C)C2)cc1 (centres undefined)	-18	15
O=C(c1ccc2c(=O)n(Cc3ccccc3Cl)c(=S)[nH]c2c1)N1CCOCC1	-14	12
O=C(CSc1cccc2cccc(Cl)c12)NCc1cccs1	-22	34
C=CCOC(=O)C1=C(C)OC(N)=C(C#N)C1c1ccc2c(c1)OCO2 (centres undefined)	-15	6
Cc1nnc(NC(=O)CSc2nnc(C)c(=O)n2N)s1	-5	7
COc1ccc(CNC(=O)C2(C)Cc3ccccc3C(=O)O2)cc1 (centres undefined)	-1	16
COc1ccc(NC(=O)CSc2ccc3c4c(cccc24)C(=O)c2ccccc2-3)cc1	3	1
COc1ccccc1N1CCN(S(=O)(=O)c2ccc3c(c2)NC(=O)CS3)CC1	-19	9
O=C(COC(=O)c1ccccc1O)Nc1ccc2ccccc2c1	1	15
CC1(c2ccccc2Cl)NC(=O)N(CC(=O)Nc2ccc(N3CCCCC3)cc2)C1=O (centres undefined)	-25	6
CCOc1ccccc1OCCn1ncc2ccc(OC)c(OC)c2c1=O	2	7
N#Cc1cccnc1N1CCN(C(=O)c2ccco2)CC1	-8	7
O=C(c1cc2nc(-c3ccccc3)cc(C(F)(F)F)n2n1)N1CCN2CCCC2C1 (centres undefined)	-24	28
Cc1ccc(C2Nc3ccccc3C(=O)N2Cc2ccco2)cc1 (centres undefined)	-21	16
CC(C)(C)c1csc(N/N=C/c2ccc(O)cc2)n1	-4	-5
COc1ccc2cc(-c3cc(C(=O)O)c4ccccc4n3)ccc2c1	-10	43
O=C(CSc1nnc(CNc2ccc(Cl)cc2)o1)Nc1nc2c(s1)CCCC2	-41	8
COCCNc1c([N+](=O)[O-])c(=O)n(-c2ccccc2)c2ccccc12	-13	11
CCOC(=O)c1cnn(-c2ccc(NS(=O)(=O)c3ccc(Cl)cc3)cc2)c1C(F)(F)F	2	6
COC(=O)c1sc(NC(C)=O)c(C(=O)OC)c1C	-16	21
C#CCN(Cc1ccccc1)S(=O)(=O)C=C	3	12
C/C(=C/c1ccccc1)C(=O)N1CC(C)OC(C)C1 (centres undefined)	-11	8
COc1cc(C)c(CN2CCN(c3ncccn3)CC2)cc1C	1	5
O=[N+]([O-])c1cccc(Cl)c1NCCNS(=O)(=O)c1ccccc1	-12	29
Cc1c(C(=O)N2CCN(c3ccccn3)CC2)cccc1[N+](=O)[O-]	-8	16
CCc1c(C)nc2c(OC)cccc2c1Cl	-45	9
CC(C)[n+]1ccn(C2=C([O-])c3ccccc3C(=O)/C2=N\S(=O)(=O)c2ccccc2)c1	-19	77*
O=c1cc(N2CCCCCC2)[nH]c(=O)n1-c1ccc(Cl)cc1	-24	11
CON(C)c1nc(NCC(C)C)nc(OCC#N)n1	-19	11
CC(=O)Nc1ccc(S(=O)(=O)NNC(=O)c2ccc(S(=O)(=O)N3CCCCC3)cc2)cc1	-8	15
Oc1ccc(/C=N/Nc2ccc(Cl)nn2)cc1O	-6	5
O=C(COC(=O)c1nn(-c2ccccc2)c(=O)c2ccccc12)NC1CCS(=O)(=O)C1 (centres undefined)	-12	7
C#CCOCCOCCOCCNc1nc(N2CCN(C(=O)CCCCCCCCCCNC(=O)[C@H]([C@@H](C)CC)n3cc(CCCCN=C(N)N)nn3)CC2)nc(N2CCN(C(=O)CCCCCCCCCCNC(=O)[C@H]([C@@H](C)CC)n3cc(CCCCN=C(N)N)nn3)CC2)n1	-9	2
C=CCSc1nc2c(c(=O)[nH]1)C(C(C)C)C(C#N)=C(N)O2 (centres undefined)	-26	4
Cc1cccc(C(=O)OCC(=O)N2CCc3ccccc3C2)c1O	-31	22
O=C(CCC(=O)Nc1ccccc1Cl)NNC(=O)C1CCCCC1	-6	5
N#C/C(=C\c1cn[nH]c1-c1ccc(Cl)cc1)C(=O)NC1CC1	-15	35

An excerpt of these results, with values under each structure:
Fields – OX1R antag-1, OX1R antag-2
CON(C)c1nc(NCC(C)C)nc(OCC#N)n1
→ -19, 11
CC(=O)Nc1ccc(S(=O)(=O)NNC(=O)c2ccc(S(=O)(=O)N3CCCCC3)cc2)cc1
→ -8, 15
Oc1ccc(/C=N/Nc2ccc(Cl)nn2)cc1O
→ -6, 5
O=C(COC(=O)c1nn(-c2ccccc2)c(=O)c2ccccc12)NC1CCS(=O)(=O)C1 (centres undefined)
→ -12, 7
C#CCOCCOCCOCCNc1nc(N2CCN(C(=O)CCCCCCCCCCNC(=O)[C@H]([C@@H](C)CC)n3cc(CCCCN=C(N)N)nn3)CC2)nc(N2CCN(C(=O)CCCCCCCCCCNC(=O)[C@H]([C@@H](C)CC)n3cc(CCCCN=C(N)N)nn3)CC2)n1
→ -9, 2

New compounds follow:
SMILES	OX1R antag-1	OX1R antag-2
Cc1n[nH]c(=O)c2c(NC(=O)CSc3nc4ccccc4c(=O)n3-c3ccc(OC(F)F)cc3)oc(C)c12	-8	76*
O=c1[nH]c(CN2CCN(Cc3ccccc3)CC2)nc2scc(-c3ccccc3)c12	-31	7
CC(C)CN(C(=O)COC(=O)CNC(=O)c1ccccc1F)c1c(N)n(Cc2ccccc2)c(=O)[nH]c1=O	-17	13
O=C1CCN(Cc2ccccc2)CCN1[C@H](COc1ccccc1)Cc1ccccc1	-56	46
CCOC(=O)N1CCN(C(=O)c2cc3c(s2)-c2c(C)cccc2OC3)CC1	-35	1
CCOC(=O)N1CCN(Cc2nc3c(c(=O)n(C)c(=O)n3C)n2CCCc2ccccc2)CC1	-31	5
Cc1cc(C)n(-c2nc3c(c(=O)[nH]c(=O)n3C)n2CCc2ccccc2)n1	-8	28
CCc1ccc(NC(=O)CSc2ccc(-c3ccccn3)nn2)cc1	-2	20
CC1CCCCC1NC(=O)c1ccc2c(c1)OCCO2 (centres undefined)	4	18
O=C(Nc1n[nH]c(=S)s1)c1ccco1	-1	-2
CC1CCCC(C)N1C(=O)COc1ccc(F)cc1 (centres undefined)	-10	7
O=C(NCc1cccnc1)c1cc(Cl)ccc1[N+](=O)[O-]	6	59
Brc1ccc(-c2c[n+]3c(n2-c2ccccc2)SCC3)cc1	-3	8
Nc1nnc(/C=C/c2ccccc2Cl)s1	-11	18
CN(C)S(=O)(=O)c1cccc(NC(=O)CCNC(=O)c2ccccc2Cl)c1	-16	11
O=C(Nc1ccc(Cl)cn1)c1ccc(-c2ccc(Cl)c(Cl)c2)o1	-13	-8
CCOc1ccccc1N/C=C/C(=O)C(C)(C)C	-17	0
CCOC(=O)C(=O)Nc1nnc(SCc2ccc(F)cc2)s1	-3	25
c1ccc(NC(c2ccccc2)c2ccncc2)cc1 (centres undefined)	-3	14
Nc1cccc(-c2ccc(CO)o2)c1	-11	12
O=C(O)C1CC(=O)N(c2ccc(Br)cc2)C1 (centres undefined)	-28	3
CCOC(=O)N1CCC(Nc2c(Nc3ccc(F)cc3)c(=O)c2=O)CC1	-3	7
C/C(NC(=O)c1ccccc1)=C1/C(=O)CC2C1C2(C)C (centres undefined)	-9	48
CS(=O)(=O)Nc1cccc(-c2cn3c(n2)SCC3)c1	4	4
CCc1nccn1CCC(=O)N1CCc2c([nH]c3ccccc23)C1CC(C)C (centres undefined)	-28	19
CCC(=O)c1ccc(N2CCN(C(=O)c3ccc(Br)cc3)CC2)c(F)c1	-21	14
O=c1[nH]c(CN2CCN(S(=O)(=O)c3ccc(Cl)cc3)CC2)nc2cc(Cl)ccc12	-26	-3
CC(C)CCNC(=O)CCCCn1c(=O)[nH]c2ccsc2c1=O	-12	13
CC1(C)SCC(C(=O)O)NC1=O (centres undefined)	-11	13
CC(=O)c1cccc(NC(=O)C(Sc2ncnc3ccccc23)c2ccccc2)c1 (centres undefined)	-1	15
C/C(=N\NC(=O)C1CC1)c1cccs1	2	3
CC1(C)CC(=O)c2sc(N3CCCCC3)nc2C1	-5	10
O=C(O)c1ccccc1C(=O)Nc1ccc(Br)c(C(F)(F)F)c1	-12	-1
CCOc1ccc(N(CC(=O)NC2CCCCCC2)S(=O)(=O)c2c(C)noc2C)cc1	-23	9
Cc1cccc(-c2nnc(NC(=O)c3ccc(N4C(=O)CCC4=O)cc3)s2)c1	-6	4
CCS(=O)(=O)c1ccc(-c2csc(-c3ccccc3Cl)n2)c(Cl)c1Cl	-2	5
C=CCOC(=O)C1=C(C)NC(SCC(=O)Nc2nccs2)=C(C#N)C1c1cccs1 (centres undefined)	-10	26
Cc1cccc2c(C(=O)O)c3c(nc12)CCCCC3	-9	19
O=C(NC1CC1)C1CCN(C2CCN(C(=O)c3ccc(C(F)(F)F)cc3)CC2)CC1	-25	9
Cc1cc(C)n(CC(=O)NC2CCCCC2C)c(=O)c1C#N (centres undefined)	0	16
CCC(=O)Nc1cc(C)c(NC(=O)CCc2ccccc2)cn1	-37	18
COc1ccc([N+](=O)[O-])cc1NC(=O)C1(c2ccc(OC)c(OC)c2)CCOCC1	-16	22
Cc1ccc(N2C(=O)C3NN=C(C(=O)OCc4ccccc4)C3C2=O)cc1 (centres undefined)	-1	7
CC1CC(C)CN(C(=O)CCNS(=O)(=O)c2ccc3c(c2)CCC(=O)N3)C1 (centres undefined)	-20	11
COCCNC(=O)c1cc2nc(-c3ccccc3)cc(C)n2n1	-8	18

Reformatted with values under each structure: 2 of the compounds above.
Results follow in this order: OX1R antag-1 | OX1R antag-2
> O=C(COC(=O)c1nn(-c2ccccc2)c(=O)c2ccccc12)NC1CCS(=O)(=O)C1 (centres undefined)
  -12 | 7
> CC1(C)SCC(C(=O)O)NC1=O (centres undefined)
  -11 | 13

Part of the list above in order of molar mass, highest first:
SMILES	OX1R antag-1	OX1R antag-2
C=CCOC(=O)C1=C(C)NC(SCC(=O)Nc2nccs2)=C(C#N)C1c1cccs1 (centres undefined)	-10	26
CCOc1ccc(N(CC(=O)NC2CCCCCC2)S(=O)(=O)c2c(C)noc2C)cc1	-23	9
CCS(=O)(=O)c1ccc(-c2csc(-c3ccccc3Cl)n2)c(Cl)c1Cl	-2	5
COc1ccc([N+](=O)[O-])cc1NC(=O)C1(c2ccc(OC)c(OC)c2)CCOCC1	-16	22
O=C(O)c1ccccc1C(=O)Nc1ccc(Br)c(C(F)(F)F)c1	-12	-1
Cc1cc(C)n(CC(=O)NC2CCCCC2C)c(=O)c1C#N (centres undefined)	0	16
C/C(=N\NC(=O)C1CC1)c1cccs1	2	3

Next section
SMILES	OX1R antag-1	OX1R antag-2
CC1CCN(CCC(=O)Nc2ccccc2)CC1	-6	36
C/C(CC1CC2=C(CC1(C)C)C(C)(C)CCC2)=N\NC(N)=S (centres undefined)	2	11
CCCCCC(=O)N1CC2(CC(c3cccc(NC(=O)[C@@H]4CCC(=O)N4)c3)=NO2)C[C@@H]1C(N)=O (some centres undefined)	-16	7
COC(=O)c1c(CCl)noc1C(=O)NC(C)C	0	5
COc1ccc(-c2nnc(NC(=O)CSc3ccccc3)s2)cc1OC	9	7
O=C(c1cncc(Br)c1)N1CCN(S(=O)(=O)c2ccc(Cl)cc2)CC1	-27	2
O=C(Nc1ccccc1)Nc1cccc2cccnc12	-44	33
CC(C)c1ccc(S(=O)(=O)NC2CCS(=O)(=O)C2)cc1 (centres undefined)	-14	11
Cc1ccc2nc(NC(=O)C3CCN(S(=O)(=O)c4cnc[nH]4)CC3)sc2c1	-1	19
CN(C)/C=C/C(=O)c1ccc2noc(-c3cccc(F)c3)c2c1	-39	13
CC(=O)Nc1ccc(NC(=O)C(C)OC(=O)c2cccs2)cc1 (centres undefined)	-3	5
O=C(NCCCN1CCCC1=O)c1ccc(Cl)c(Cl)c1	-24	14
COC(=O)C(C)Oc1ccc2c(-c3cccc([N+](=O)[O-])c3)cc(=O)oc2c1 (centres undefined)	-8	9
CCN=C1SC(C(=O)Nc2cccc(Br)c2)CC(=O)N1CC (centres undefined)	-11	15
CCc1nc(SCC(=O)Nc2ccc(N(C)C)cc2)n[nH]1	8	21
CC(Oc1ccc2c3c(c(=O)oc2c1)CCC3)C(=O)NCc1cccnc1 (centres undefined)	-23	7
Cc1ccc(S(=O)(=O)N2CCCC2C(=O)Nc2nccs2)cc1 (centres undefined)	13	46
O=C1NC2(CCCCCC2)C(=O)N1Cc1ccccc1Cl	3	9
CCn1ccc(C(=O)Nc2ccccc2Cl)n1	-3	15
Cc1cc(C)cc(NC(=O)C(Sc2ncnc3ccccc23)c2ccccc2)c1 (centres undefined)	-22	4
CCCCC(O)(CCCC)C(=O)NN(C(=O)OC)c1ccc(C)cc1	-28	9
Cc1cc([N+](=O)[O-])ccc1NC(=O)C(C)NC1CCCCC1 (centres undefined)	-28	20

Reformatted in markdown: four of the compounds above
| mol | OX1R antag-1 | OX1R antag-2 |
| --- | --- | --- |
| CCn1ccc(C(=O)Nc2ccccc2Cl)n1 | -3 | 15 |
| CC(Oc1ccc2c3c(c(=O)oc2c1)CCC3)C(=O)NCc1cccnc1 (centres undefined) | -23 | 7 |
| CCCCC(O)(CCCC)C(=O)NN(C(=O)OC)c1ccc(C)cc1 | -28 | 9 |
| Cc1cc([N+](=O)[O-])ccc1NC(=O)C(C)NC1CCCCC1 (centres undefined) | -28 | 20 |
